SKKanGAS inh = SKKanGAS growth inhibition. S. pyogenes SKKanGAS, kanamycin growth, BacTiter-Glo, 6 h. inhibition, % at 7.5 µM. 300,000 tested, 1.3% active. AID 1662;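 active = mean replicate score, as percent of positive control median, at least 50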;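 note: strain carries kanamycin resistance gene driven by streptokinase promoter and grows in 40 µg/ml kanamycin; loss of luminescence reflects streptokinase promoter inhibition or plain growth inhibition; 0% = median of DMSO wells and 100% = positive control at its reference dose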
KCNQ1 act = human KCNQ1 channel potentiation or activation. CHO-K1 KCNQ1, thallium flux FluxOR fluorescence; active compounds read high. B-score at 10 µM. 310,000 tested, 0.35% active. AID 2648;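 active = fluorescence ratio B-score, a plate-corrected score, at least three library SD, with initial intensity B-score within 5 SD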
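Medium – assay buffer, equal DMSO in all wells · Material – CHO-K1 cell line with stable KCNQ1 potassium channel expression · Signal – kinetic FluxOR thallium fluorescence, 10-s 1-Hz baseline, 110-s post-stimulus read · Compound – single concentration per compound, DMSO matched to controls · Schedule – 37 °C overnight plating, 90-min dark dye load, 20-min compound pretreatment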
RGS4 inh = human RGS4 inhibition; P49798; HEK293 M3R/RGS4 inducible, Fluo-4 calcium flux; active compounds read high; triggered by carbachol at its EC20; B-score at 10 µM; 310,000 tested, 0.45% active; AID 463165;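 active = B-score, a plate-corrected calcium signal, over three deviations above library mean, with baseline fluorescence within five deviations of library mean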;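 note: RGS4 expression induced by doxycycline in cells with stable M3 receptor; B-score is computed from the integrated fluorescence ratio over baseline after carbachol; higher B-score means a larger calcium signal and so more RGS4 inhibition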
RGS4 act = RGS4 potentiation or activation; HEK293 M3R/inducible RGS4, carbachol calcium flux Fluo4; active compounds read low; B-score at 10 µM; 310,000 tested, 0.92% active; AID 463111;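 active = B-score of the integrated calcium signal more than 4 SD below the library mean, with starting fluorescence not abnormally high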;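 note: negative B-score means reduced calcium response which marks RGS4 activation or potentiation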
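Material: Inducible-RGS4 HEK293 cells carrying M3 receptor; also added: carbachol at ECmax as muscarinic agonist stimulus; incubation: compound preincubation 20 min at room temperature before agonist; signal: Fluo4-AM (2 µM) calcium-flux fluorescence, kinetic read; measure: integrated calcium ratio converted to B score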
HDAC3 inhib = human HDAC3 inhibition; O15379; recombinant HDAC3, fluorogenic peptide/trypsin coupled, fluorescence; inhibition, % at 8.3 µM; 320,000 tested, 0.15% active; AID 2718; in the data active = inhibition above about 26%, passing the limit was not always enough
TMEM16A act = activates or potentiates the mouse TMEM16A chloride channel; Q8BHY3; HEK293 TMEM16A/YFP-H148Q/I152L, iodide quench fluorescence; active compounds read low; B-score at 10 µM; 340,000 tested, 0.3% active;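 active = fluorescence-ratio B-score plate-corrected deviation score at least 3 library SD below zero, with starting fluorescence score within 5 deviations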;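 note: channel opened by trigger with iodide after compound preincubation; score built on the fluorescence ratio of max minus min over baseline; more negative score means more quench and so TMEM16A activation or potentiation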
KCNQ1 inh = blocks the human KCNQ1 potassium channel. P51787. CHO-K1 KCNQ1, FluxOR thallium flux fluorescence; active compounds read high. B-score at 10 µM. 310,000 tested, 1.3% active. AID 2642;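 active = compounds whose thallium flux B-score, printed positive for inhibition, exceeds three library SD while starting fluorescence stays within three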;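 note: channel opened by potassium depolarization with thallium stimulus after 20 min compound exposure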
hERG protect = compounds protecting human hERG from proarrhythmic drug block; Q12809; CHO-hERG, FluxOR thallium flux, dofetilide IC70 present; activation (rescue from dofetilide block), less the hit threshold, % at 10 µM; 310,000 tested, 0.51% active; AID 1511;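 active = activation above the mean of controls blocked by dofetilide plus 5 SD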;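 note: thallium influx through hERG after potassium depolarization seen as dye fluorescence rise; in these data hits start at about 4.7%; inactives centre near -7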
Target sequence (Q12809 whole entry, looked up): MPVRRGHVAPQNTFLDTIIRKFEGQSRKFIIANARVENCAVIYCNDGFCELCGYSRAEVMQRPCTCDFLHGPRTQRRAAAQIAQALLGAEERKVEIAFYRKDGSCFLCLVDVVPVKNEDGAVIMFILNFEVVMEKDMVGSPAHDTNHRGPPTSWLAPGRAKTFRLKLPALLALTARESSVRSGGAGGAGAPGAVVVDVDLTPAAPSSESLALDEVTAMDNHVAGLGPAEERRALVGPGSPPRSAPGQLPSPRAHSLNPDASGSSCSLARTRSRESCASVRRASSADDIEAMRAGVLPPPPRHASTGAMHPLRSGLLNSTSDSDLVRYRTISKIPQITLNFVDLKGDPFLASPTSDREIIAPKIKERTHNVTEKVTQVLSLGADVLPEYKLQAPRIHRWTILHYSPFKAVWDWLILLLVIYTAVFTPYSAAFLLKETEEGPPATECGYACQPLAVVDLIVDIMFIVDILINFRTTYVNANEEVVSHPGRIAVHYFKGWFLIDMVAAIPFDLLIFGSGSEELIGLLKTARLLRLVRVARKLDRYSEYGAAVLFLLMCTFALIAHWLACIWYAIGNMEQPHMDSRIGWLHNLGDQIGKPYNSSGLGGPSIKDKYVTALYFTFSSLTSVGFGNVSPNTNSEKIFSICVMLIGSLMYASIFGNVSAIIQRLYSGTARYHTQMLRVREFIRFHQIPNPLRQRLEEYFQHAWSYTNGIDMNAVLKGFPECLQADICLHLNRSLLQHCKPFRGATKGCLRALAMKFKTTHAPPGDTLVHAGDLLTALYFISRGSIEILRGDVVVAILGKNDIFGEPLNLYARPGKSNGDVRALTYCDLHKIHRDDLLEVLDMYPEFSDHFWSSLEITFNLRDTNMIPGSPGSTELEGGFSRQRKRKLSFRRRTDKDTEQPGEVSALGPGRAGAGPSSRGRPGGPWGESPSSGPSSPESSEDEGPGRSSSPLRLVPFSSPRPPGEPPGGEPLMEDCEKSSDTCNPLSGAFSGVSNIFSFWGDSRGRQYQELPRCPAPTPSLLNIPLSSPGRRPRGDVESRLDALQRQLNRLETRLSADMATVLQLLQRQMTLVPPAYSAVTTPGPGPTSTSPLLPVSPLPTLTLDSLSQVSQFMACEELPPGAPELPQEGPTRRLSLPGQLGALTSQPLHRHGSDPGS
KCNK9 block = blocks the human KCNK9 two-pore domain potassium channel; Q9NPC2; HEK293 KCNK9, FluxOR thallium flux fluorescence; active compounds read low; B-score at 10 µM; 310,000 tested, 1.2% active;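 active = ratio B-score over 3 SD below the library mean, with starting fluorescence within 5 SD of its mean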;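 note: negative B-score means less thallium flux so channel inhibition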
TMEM16A inh = inhibitors of mouse TMEM16A calcium-activated chloride channel; Q8BHY3; HEK293 TMEM16A/YFP iodide influx fluorescence, ionomycin; normalized B-score (activity score, 25-100; higher = stronger inhibition) at 10 µM; 310,000 tested, 1.2% active; AID 588511;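 active = ratio plate-corrected score three or more library SD toward inhibition, starting fluorescence score within five deviations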;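 note: score derived from kinetic fluorescence span divided by baseline fluorescence per well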
KCNK3 block = human KCNK3 channel inhibition, primary screen | B-score at 10 µM | CHO-KCNK3 thallium flux, FluxOR fluorescence; active compounds read low | 340,000 tested, 0.84% active;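 active = B-score under library mean minus 4 SD, starting fluorescence ratio at most library mean plus 5 SD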;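 note: more negative B-score means stronger inhibition of thallium flux through KCNK3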
* = called active by the depositor.

What do the screens show for `N#Cc1c(NC(=O)CSc2ncccn2)oc(-c2ccccc2)c1-c1ccccc1`?
SKKanGAS inh: 20; KCNQ1 act: inactive; RGS4 inh: inactive; RGS4 act: inactive; HDAC3 inhib: -2; TMEM16A act: inactive; KCNQ1 inh: inactive; hERG protect: -15; KCNK9 block: inactive; TMEM16A inh: inactive; KCNK3 block: inactive

How did COc1ccc(C(=O)COc2ccc3ccc(=O)oc3c2)cc1 do in these assays?
SKKanGAS inh: 0; KCNQ1 act: inactive; RGS4 inh: inactive; RGS4 act: inactive; TMEM16A act: inactive; KCNQ1 inh: inactive; hERG protect: -4; KCNK9 block: inactive; TMEM16A inh: inactive; KCNK3 block: inactive

Results for CCC(=O)n1nc(-c2cccnc2)nc1NCc1ccc(F)cc1 ?
SKKanGAS inh: 0; KCNQ1 act: inactive; RGS4 inh: inactive; RGS4 act: inactive; HDAC3 inhib: 29*; TMEM16A act: inactive; KCNQ1 inh: inactive; hERG protect: -21; KCNK9 block: inactive; TMEM16A inh: inactive; KCNK3 block: inactive

What do the screens show for `CC1(C)COCN1C(=O)c1ccc(Cl)c(Cl)c1`?
SKKanGAS inh: -2; KCNQ1 act: inactive; RGS4 inh: inactive; RGS4 act: inactive; HDAC3 inhib: -3; TMEM16A act: inactive; KCNQ1 inh: inactive; hERG protect: -8; KCNK9 block: inactive; TMEM16A inh: inactive; KCNK3 block: inactive

How did Cn1cc(SCC(=O)O)c2ccccc21 do in these assays?
SKKanGAS inh: 2; KCNQ1 act: inactive; RGS4 inh: inactive; RGS4 act: inactive; HDAC3 inhib: -7; TMEM16A act: inactive; KCNQ1 inh: inactive; hERG protect: -18; KCNK9 block: inactive; TMEM16A inh: inactive; KCNK3 block: inactive

How did C[C@@H](O)C1NC(=O)[C@H](CCCCN)NC(=O)c2cc([N+](=O)[O-])cc(F)c2NCCCC[C@@H](C(N)=O)NC1=O (stereo not given in full) do in these assays?
SKKanGAS inh: -1; KCNQ1 act: inactive; RGS4 inh: inactive; RGS4 act: inactive; HDAC3 inhib: -4; TMEM16A act: inactive; KCNQ1 inh: inactive; hERG protect: -5; KCNK9 block: inactive; TMEM16A inh: inactive; KCNK3 block: inactive

Results for O=C(CNC(=O)c1ccc(Cl)cc1Cl)OCc1nc2ccccc2s1 ?
SKKanGAS inh: -5; KCNQ1 act: inactive; RGS4 inh: inactive; RGS4 act: inactive; HDAC3 inhib: 7; TMEM16A act: inactive; KCNQ1 inh: inactive; hERG protect: -13; KCNK9 block: inactive; TMEM16A inh: inactive; KCNK3 block: inactive

How did COCC(C)N=C1SCCN1Cc1ccccc1 (stereo not given) do in these assays?
SKKanGAS inh: 2; KCNQ1 act: inactive; RGS4 inh: inactive; RGS4 act: inactive; HDAC3 inhib: 4; TMEM16A act: inactive; KCNQ1 inh: inactive; hERG protect: -4; KCNK9 block: inactive; TMEM16A inh: inactive; KCNK3 block: inactive

How did CNc1nc(N)c([N+](=O)[O-])c(NCc2ccccc2)n1 do in these assays?
SKKanGAS inh: 2; KCNQ1 act: inactive; RGS4 inh: inactive; RGS4 act: inactive; HDAC3 inhib: 4; TMEM16A act: inactive; KCNQ1 inh: inactive; hERG protect: -10; KCNK9 block: inactive; TMEM16A inh: inactive; KCNK3 block: inactive

Results for O=C(O)C1CCCCC1C(=O)Nc1nccs1 (stereo not given) ?
SKKanGAS inh: -9; KCNQ1 act: inactive; RGS4 inh: inactive; RGS4 act: inactive; HDAC3 inhib: -1; TMEM16A act: inactive; KCNQ1 inh: inactive; hERG protect: -5; KCNK9 block: inactive; TMEM16A inh: inactive; KCNK3 block: inactive

What do the screens show for `CC(C)Cc1nnc(NC(=O)CCC(=O)N2CCC(C)CC2)s1`?
SKKanGAS inh: -6; KCNQ1 act: inactive; RGS4 inh: inactive; RGS4 act: inactive; HDAC3 inhib: -1; TMEM16A act: inactive; KCNQ1 inh: inactive; hERG protect: -1; KCNK9 block: inactive; TMEM16A inh: inactive; KCNK3 block: inactive

How did S=C(Nc1ccccc1)N(Cc1ccccc1)Cc1ccncc1 do in these assays?
SKKanGAS inh: -2; KCNQ1 act: inactive; RGS4 inh: inactive; RGS4 act: inactive; HDAC3 inhib: -1; TMEM16A act: inactive; KCNQ1 inh: inactive; hERG protect: -9; KCNK9 block: inactive; TMEM16A inh: inactive; KCNK3 block: inactive

Results for O=C(NCCCN1CCOCC1)c1cc(-c2ccc(Br)cc2)on1 ?
SKKanGAS inh: -4; KCNQ1 act: inactive; RGS4 inh: inactive; RGS4 act: inactive; HDAC3 inhib: 1; TMEM16A act: inactive; KCNQ1 inh: inactive; hERG protect: -10; KCNK9 block: inactive; TMEM16A inh: inactive; KCNK3 block: inactive

What do the screens show for `Cc1ccc2c(C)c(C(=O)N(Cc3cccs3)C3CCS(=O)(=O)C3)oc2c1` (stereo not given)?
SKKanGAS inh: -7; KCNQ1 act: inactive; RGS4 inh: inactive; RGS4 act: inactive; HDAC3 inhib: 1; TMEM16A act: inactive; KCNQ1 inh: inactive; hERG protect: -3; KCNK9 block: inactive; TMEM16A inh: inactive; KCNK3 block: inactive

How did CSc1nsc(SCc2cnc(C)nc2N)n1 do in these assays?
SKKanGAS inh: 10; KCNQ1 act: inactive; RGS4 inh: inactive; RGS4 act: inactive; HDAC3 inhib: -2; TMEM16A act: inactive; KCNQ1 inh: inactive; hERG protect: -2; KCNK9 block: inactive; TMEM16A inh: inactive; KCNK3 block: inactive

Results for CCOc1ccccc1-n1c(SCC(N)=O)nc2ccccc2c1=O ?
SKKanGAS inh: 7; KCNQ1 act: inactive; RGS4 inh: inactive; RGS4 act: inactive; HDAC3 inhib: 1; TMEM16A act: inactive; KCNQ1 inh: inactive; hERG protect: -11; KCNK9 block: inactive; TMEM16A inh: inactive; KCNK3 block: inactive

Results for O=c1ccc(=O)n2n1CC(O)C2 ?
SKKanGAS inh: -8; KCNQ1 act: inactive; RGS4 inh: inactive; RGS4 act: inactive; HDAC3 inhib: -4; TMEM16A act: inactive; KCNQ1 inh: inactive; hERG protect: -3; KCNK9 block: inactive; TMEM16A inh: inactive; KCNK3 block: inactive

What do the screens show for `Cn1c(SCc2ccccc2)nc2ccsc2c1=O`?
SKKanGAS inh: 9; KCNQ1 act: inactive; RGS4 inh: inactive; RGS4 act: inactive; HDAC3 inhib: 13; TMEM16A act: inactive; KCNQ1 inh: inactive; hERG protect: -11; KCNK9 block: inactive; TMEM16A inh: inactive; KCNK3 block: -9.8*

How did COc1ccc(NC(=O)Nc2ccc3nonc3c2)cc1 do in these assays?
SKKanGAS inh: 13; KCNQ1 act: inactive; RGS4 inh: inactive; RGS4 act: inactive; HDAC3 inhib: -6; TMEM16A act: inactive; KCNQ1 inh: inactive; hERG protect: -10; KCNK9 block: inactive; TMEM16A inh: inactive; KCNK3 block: inactive

What do the screens show for `COCCn1c(C)cc(C(=O)COC(=O)c2ccc3c(c2)NC(=O)CS3)c1C`?
SKKanGAS inh: -11; KCNQ1 act: inactive; RGS4 inh: inactive; RGS4 act: inactive; HDAC3 inhib: 3; TMEM16A act: inactive; KCNQ1 inh: inactive; hERG protect: -9; KCNK9 block: inactive; TMEM16A inh: inactive; KCNK3 block: inactive

Results for CCC(C)Sc1ccc(-c2nc3ccc(C)cn3c2NC2CCCCC2)cc1 (stereo not given) ?
SKKanGAS inh: 5; KCNQ1 act: inactive; RGS4 inh: inactive; RGS4 act: inactive; HDAC3 inhib: 10; TMEM16A act: inactive; KCNQ1 inh: inactive; hERG protect: -25; KCNK9 block: inactive; TMEM16A inh: inactive; KCNK3 block: inactive

How did COC(=O)Cc1ccc2oc(-c3cccnc3)nc2c1 do in these assays?
SKKanGAS inh: -3; KCNQ1 act: inactive; RGS4 inh: inactive; RGS4 act: inactive; HDAC3 inhib: -13; TMEM16A act: inactive; KCNQ1 inh: inactive; hERG protect: -11; KCNK9 block: inactive; TMEM16A inh: inactive; KCNK3 block: inactive

How did Cn1c(SCC(=O)N2CCN(c3ccccc3)CC2)nnc1-c1c[nH]c2ccccc12 do in these assays?
SKKanGAS inh: 3; KCNQ1 act: inactive; RGS4 inh: inactive; RGS4 act: inactive; HDAC3 inhib: 0; TMEM16A act: inactive; KCNQ1 inh: inactive; hERG protect: -19; KCNK9 block: inactive; TMEM16A inh: 100*; KCNK3 block: inactive

Results for Cc1cccc(C(=O)OCC(=O)Nc2ccc(N3CCCCC3)cc2)c1O ?
SKKanGAS inh: 4; KCNQ1 act: inactive; RGS4 inh: inactive; RGS4 act: inactive; HDAC3 inhib: 5; TMEM16A act: inactive; KCNQ1 inh: inactive; hERG protect: -3; KCNK9 block: inactive; TMEM16A inh: inactive; KCNK3 block: inactive

How did CCOc1cc(NC(=S)NCCCN(C)C)c(OCC)cc1NC(=O)C1CC1 do in these assays?
SKKanGAS inh: 8; KCNQ1 act: inactive; RGS4 inh: inactive; RGS4 act: inactive; HDAC3 inhib: 6; TMEM16A act: inactive; KCNQ1 inh: inactive; hERG protect: -11; KCNK9 block: inactive; TMEM16A inh: inactive; KCNK3 block: inactive

What do the screens show for `Nc1cnn(C2CCCO2)c(=O)n1` (stereo not given)?
SKKanGAS inh: -3; KCNQ1 act: inactive; RGS4 inh: inactive; RGS4 act: inactive; HDAC3 inhib: -1; TMEM16A act: inactive; KCNQ1 inh: inactive; hERG protect: -15; KCNK9 block: inactive; TMEM16A inh: inactive; KCNK3 block: inactive

What do the screens show for `CC(=O)/C(N=Nc1ccc(SC(F)F)cc1)=C(\C)O`?
SKKanGAS inh: 0; KCNQ1 act: inactive; RGS4 inh: inactive; RGS4 act: inactive; HDAC3 inhib: -3; TMEM16A act: inactive; KCNQ1 inh: inactive; hERG protect: -6; KCNK9 block: inactive; TMEM16A inh: inactive; KCNK3 block: inactive
